Pf apPOL block: Pf-apPOL DNA polymerase inhibition; Recombinant Pf-apPOL, molecular beacon fluorescence, 1.5 h; inhibition, % at 10 µM; 210,000 tested, 0.25% active; AID 1794808
mHTT-CaM PPI inh: mHTT-calmodulin interaction abrogation; P42858; AlphaScreen His-mHTT/GST-CaM binding, luminescence; inhibition, % at 15 µM; 190,000 tested, 3.6% active; AID 1671202;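 further: 0% = both proteins with DMSO and 100% = one protein alone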
An asterisk follows results filed as active; x = no result given; & = joins results of further samples. No stated cut-off is given here; in the data, active means inhibition above about 50%; inactive means the rest. No enrichment for hits. About 3.7% of those tested had a hit in this group.

SMILES,Pf apPOL block,mHTT-CaM PPI inh
CC1(C)OC(=O)C(=CNc2ccccc2)C(=O)O1,-7,-2
Cc1noc(C2CN(C(=O)c3n[nH]c4ccccc34)CC23CCOCC3)n1 (stereo not drawn),-4,0
CCc1ccccc1NC(=O)c1cc2c(CO)cnc(C)c2oc1=Nc1ccc(OC)cc1OC,-2,8
CCOc1ccc(N(C(=O)Nc2ccccc2C)C2=NCCC2)cc1,-4,-7
O=c1[nH]c(/C=C/c2ccc(Br)cc2)nc(O)c1[N+](=O)[O-],-3&-2,7&3
O=C(Nc1ccc(F)cc1)C1(S(=O)(=O)c2ccc(Cl)cc2)CC1,-1,-6
O=C(Nc1ccccc1F)N1CCC(CCOc2ccccc2)CC1,-1,-27
COc1cc(C(=O)N2CCN(CC3CC4C=CC3C4)CC2)cc(OC)c1OC (stereo not drawn),-10,9
COc1ccccc1C1C(C(N)=O)=C(C)Nc2nc(SCc3ccccc3F)nn21 (stereo not drawn),-2,11
NS(=O)(=O)c1ccc(Nc2nc(-c3cccc([N+](=O)[O-])c3)cs2)cc1,-3,20
CCOc1ccccc1C(=O)NCc1ccc2c(c1)OCO2,3,8
c1ccc(Cc2ccc[n+](Cc3ccccn3)c2)cc1,x,-6
Cc1ccc(-n2cc(C(=O)NCc3ccc(F)cc3)c3ccccc3c2=O)cc1C,-7,9
O=C(NC1CCCC1)c1ccc(F)cc1,4,2
COCCNC(=O)c1ccc2c(c1)nc(C)n2-c1cccc(C)c1,27,-2
CCC(=O)c1c(N2CCCC2)cc(C)oc1=O,x,-1
O=C1c2ccccc2C(=O)N1CN1CCSCC1,4,x
Cc1ccc(N2CCN(C(=O)c3cn4c(n3)COCC4)CC2)cc1,-4,-4
CCCC1CCC(C2=N/C(=C\c3cccc([N+](=O)[O-])c3)C(=O)O2)CC1 (stereo not drawn),1,5
Cc1nc(C2CCN(Cc3sccc3C)CC2)n[nH]1,-6,-2
CC1(C)CC(=O)c2cc(C#N)c(SCc3ccc(Cl)cc3)nc2C1,-12,-6
CC(=O)N1c2c(cc(Br)cc2S(=O)(=O)Nc2ccccc2F)CC1C (stereo not drawn),0,-1
C=CCn1c(=O)c2ccccc2n(Cc2nc(-c3ccccc3OCC)no2)c1=O,-12,-11
CC(=O)c1cc2c(cc1NC(=NS(=O)(=O)c1ccc(C)cc1)c1ccccc1)OCO2,4,2
O=C1CSC(c2cn(-c3ccccc3)nc2-c2ccccc2)N1Cc1ccccc1 (stereo not drawn),1,-1
CSc1nsc(SC)c1C(=O)Oc1ccccc1N1CCOCC1,-5,x
CCCc1cc(=O)n(-c2nc3ccccc3s2)[nH]1,-4&1,34&11
COc1ccc(C(=O)Nc2cc(C(=O)Nc3cc(Cl)ccc3Cl)ccc2OC)cc1,1,12
Cc1ccc(C(=O)Nc2nnc3ccccn23)s1,-10,91*
O=C(NC1CCCCC1)N1CCN(c2ccc3nnc(-c4ccco4)n3n2)CC1,-1,-5
COc1ccc(NS(=O)(=O)c2cc(C(=O)Nc3ccc(C(=O)O)cc3)ccc2C)cc1,1,0
O=C(c1ccc(-c2cncnc2)nc1)N1CCN(c2ccccc2Cl)CC1,5,-1
Cc1cccc(CN2C[C@@]34CC[C@@H](C[C@@H]3S2(=O)=O)O4)c1,-4,-1
COc1ccc(-c2nnc(NC(=O)Nc3cccc(Cl)c3)s2)cc1OC,0&-7,6&4
Cc1ccc(NC(=O)Cn2c([N+](=O)[O-])cnc2C)cc1Cl,7&-6,5&1
CCOC(=O)C1CCN(C(=O)c2ccc(Oc3cc(Cl)cc(Cl)c3)o2)CC1,-3,x
CCCN1CCN(C(=O)CCC2CCCN(c3cc(NCC)ncn3)C2)CC1 (stereo not drawn),-4,7
COc1cc(C2Nc3ccccc3NC3=C2C(=O)CC(c2ccccc2)C3)cc(OC)c1O (stereo not drawn),-2,5
Cc1ccc(N(CC(=O)Nc2ccc(F)cc2)S(C)(=O)=O)c(C)c1,74*,5
Cc1cccc(N2CCN(C(=O)C3CCN(c4ccncc4)CC3)CC2)c1C,10,-9
O=C(NCc1ccc(Cl)cc1)C1CCN(c2nnc3ccccn23)CC1,-10,1
O=C(CCc1nc2ccccc2n(Cc2c(F)cccc2Cl)c1=O)NC1CCCCC1,-7,0
COCCNC(=O)C(=O)NCC1(O)CCCC1,1,-2
COc1ccc(C2C=C(c3ccc(C)cc3)Nc3ncnn32)c(OC)c1 (stereo not drawn),-2,32
C=CCc1cc(OC)ccc1OCCN1CCN(C)CC1,-4,3
COc1ccc(OC)c(CN(C)CCc2ccccn2)c1,2,-2
O=C(CN1CCN(C2c3ccccc3-c3ccccc32)CC1)Nc1cccc(C(F)(F)F)c1,-1,-6
N#Cc1c(N=Cc2cccnc2)sc2c1CCCC2,-5,55*
O=C1OC(c2ccc(F)cc2)=N/C1=C\c1ccc(Cl)cc1,-4,-2
Cc1cc(C)nc(NC(=O)c2ccc3c(c2)OCO3)c1,0,-2

A stretch from the list above, for reference:
SMILES,Pf apPOL block,mHTT-CaM PPI inh
CC1(C)OC(=O)C(=CNc2ccccc2)C(=O)O1,-7,-2
Cc1noc(C2CN(C(=O)c3n[nH]c4ccccc34)CC23CCOCC3)n1 (stereo not drawn),-4,0
CCc1ccccc1NC(=O)c1cc2c(CO)cnc(C)c2oc1=Nc1ccc(OC)cc1OC,-2,8
CCOc1ccc(N(C(=O)Nc2ccccc2C)C2=NCCC2)cc1,-4,-7
O=c1[nH]c(/C=C/c2ccc(Br)cc2)nc(O)c1[N+](=O)[O-],-3&-2,7&3
O=C(Nc1ccc(F)cc1)C1(S(=O)(=O)c2ccc(Cl)cc2)CC1,-1,-6
O=C(Nc1ccccc1F)N1CCC(CCOc2ccccc2)CC1,-1,-27
COc1cc(C(=O)N2CCN(CC3CC4C=CC3C4)CC2)cc(OC)c1OC (stereo not drawn),-10,9
COc1ccccc1C1C(C(N)=O)=C(C)Nc2nc(SCc3ccccc3F)nn21 (stereo not drawn),-2,11
NS(=O)(=O)c1ccc(Nc2nc(-c3cccc([N+](=O)[O-])c3)cs2)cc1,-3,20
CCOc1ccccc1C(=O)NCc1ccc2c(c1)OCO2,3,8
c1ccc(Cc2ccc[n+](Cc3ccccn3)c2)cc1,x,-6
Cc1ccc(-n2cc(C(=O)NCc3ccc(F)cc3)c3ccccc3c2=O)cc1C,-7,9
O=C(NC1CCCC1)c1ccc(F)cc1,4,2
COCCNC(=O)c1ccc2c(c1)nc(C)n2-c1cccc(C)c1,27,-2
CCC(=O)c1c(N2CCCC2)cc(C)oc1=O,x,-1
O=C1c2ccccc2C(=O)N1CN1CCSCC1,4,x
Cc1ccc(N2CCN(C(=O)c3cn4c(n3)COCC4)CC2)cc1,-4,-4

Remaining list, next part.
SMILES,Pf apPOL block,mHTT-CaM PPI inh
CSc1nnc(SCC(=O)c2ccc3c(c2)OCCO3)s1,-8,x
NS(=O)(=O)c1cc(C(=O)NCCOc2ccccc2)c(Cl)cc1Cl,-4,-1
O=[N+]([O-])c1cccc(Cc2nc3ccccc3nc2SCCN2CCOCC2)c1,-6,8
Cc1cc2[nH]c(C(=O)Nc3cccc(F)c3C)c(CN3CCOCC3)c2s1,11,12
CCn1nnc2ccc(-c3noc(CCc4ccccc4)n3)cc21,-3,-35
O=C(Nc1ccc2c(c1)OCO2)c1cccc(C(=O)Nc2ccc3c(c2)OCO3)n1,-2,2
Nc1ncc(-c2ccccc2)s1,-2,14
COc1ccc(C(=O)NCCSCc2cccc(C(F)(F)F)c2)cc1,-2,x
CCn1ccc2sc(C)c(C(=O)NCc3c(C)cc(C)cc3C)c2c1=O,-1,12
CCC(=O)Nc1ccc(NC(=O)COc2ccccc2C)cc1,6,5
CCCC(=O)Nc1ccc(N2CCOCC2)cc1,-6,-5
COCCc1noc(COC2CCCN(C(=O)c3cccn3C)C2)n1 (stereo not drawn),0,1
Cc1cccc2c1C(=O)NC1(CCN(C(=O)c3ccc(F)cc3)CC1)N2,-4,-3
CCCNC(=O)c1nn2c(c1Cl)NC(c1ccc(C)cc1)CC2C(F)(F)F (stereo not drawn),-1,10
N#CC(c1ccccc1)N1CCSCC1 (stereo not drawn),1,x
O=C1CCC([N+](=O)[O-])C(c2ccc(-c3ccccc3)cc2)N1 (stereo not drawn),5,-2
COc1ccccc1-c1noc(C2CCCN2C(=O)NC2CCCCC2)n1 (stereo not drawn),-4,4
COc1ccccc1-c1c(C)[nH]n2c(=O)c3c(nc12)CCC3,-17,-2
N=c1n(CC(=O)c2ccccc2)c2ccccc2n1Cc1ccccc1,-2,-5
c1ccc(C(CNc2ncccn2)c2ccccc2)cc1,-1,-4
COc1ccc(-c2ccc(CN3C(C(C)C)C(=O)N(Cc4cn(CC5CCCCC5)nn4)CCS3(=O)=O)cc2)cc1 (stereo not drawn),-1,20
COc1ccc(NC(=O)COc2ccc(Br)cc2C)cc1OC,-4,1
CC(C)(C)C(=O)NCCC(O)C(C)(C)C (stereo not drawn),-7,-5
Cc1ccsc1C(O)CNS(=O)(=O)c1ccc(OC(F)(F)F)cc1 (stereo not drawn),-4,-8
COCCCN1C(=O)/C(=C/c2cccs2)SC1=S,x,23
N#Cc1ccc(S(=O)(=O)N2CCC(N3CCCCC3)CC2)cc1,-8,-6
C=CCSc1ccc(OCC(F)(F)F)c(C#N)c1OCC(F)(F)F,2&-2,x
COc1ccc(CC(=O)Nc2cc(Cl)ccc2Cl)cc1,-1,3
CSc1ncccc1C(=O)Nc1ccc2c(c1)CCC(=O)N2C,1,-7
CCN(CC)C1CC(=O)N(c2ccccc2)C1=O (stereo not drawn),-3,-2
O=C(NC1(C(F)(F)F)NC(=O)N(Cc2ccccc2)C1=O)c1ccco1 (stereo not drawn),-1,5
Cc1ccc(Oc2ccc(-c3nc(N)nc(N)n3)cc2)cc1,-3,32
CC1CCCC(C)N1CC(O)COc1ccc(C2CCCCC2)cc1 (stereo not drawn),10,6
CCN(CC)C(=O)c1cc2c(s1)CCC(C(=O)N1CCCC1)C2 (stereo not drawn),-7,-1
CC(=O)Nc1cccc(N2CC(C(=O)Nc3ccc(Cl)c(C(F)(F)F)c3)CC2=O)c1 (stereo not drawn),-1,15
COCCCNc1nc2c(c(=O)n(Cc3ccc(F)cc3)c(=O)n2C)n1C,4,1
COc1ccc(-c2nnc(N3CCC(C(=O)NC(C)c4ccc(C)cc4C)CC3)o2)cc1 (stereo not drawn),-1,-10
CC1NC2(C(=O)N(C/C=C/c3ccccc3)c3ccccc32)C2C(=O)N(Cc3ccccc3)C(=O)C12 (stereo not drawn),-12,52*
COc1cccc(-c2ccc(CN3C(C(C)C)C(=O)N(Cc4cn(CCC5OCCO5)nn4)CCS3(=O)=O)cc2)c1OC (stereo not drawn),-12,22
COc1cccc(CN2CCc3c(cc(C(=O)NCc4cccnc4)n3C)C2)c1,-5,9
COc1ccccc1C1CC(c2ccc(Cl)cc2)Nc2nc(N)nn21 (stereo not drawn),-1,27
Cc1ccc(C=C2Oc3c(ccc(O)c3CN3CCCCC3)C2=O)o1,10,24
COc1cc(NC(=O)CN2C(=O)NC3(CCCCC3)C2=O)cc(OC)c1OC,-6,3
COc1cc(N2Cc3ccccc3C2)ccc1/C=C(\C#N)C(=O)NCc1ccco1,-2,18
Cc1nccn1Cc1nc(-c2ccc(Cl)cc2)no1,-3,-9
N=c1scc(-c2ccc(Cl)cc2)n1-c1cccc(C(F)(F)F)c1,-30,x
CCN1CCN(CCNC(=O)c2ccc3c(c2)NC(=O)C2CCCCN32)CC1 (stereo not drawn),3,2
COc1ccc(OCc2nc3ccccc3[nH]2)cc1,-10,-6
COc1ccc(S(=O)(=O)N2CCC(c3nc(C(=O)N(C)C)c(C)o3)CC2)cc1Cl,0,10
O=C(c1ccc2c(c1)N(Cc1ccccc1F)C(=O)CS2)N1CCC2(CC1)OCCO2,1,12

(more compounds)
SMILES,Pf apPOL block,mHTT-CaM PPI inh
CCN(CC)c1cnn(-c2ccc(C(F)(F)F)cc2)c(=O)c1Cl,-79,x
C=CCc1c(NCCO)nc(C)[nH]c1=O,-6,4
COc1cc(C(=O)NCC2CCN(C(=O)c3cccn(C)c3=O)CC2)cc(OC)c1OC,-7,-4
COc1cc(NC(=O)c2ccccc2Cl)c(OC)cc1Cl,-3,-9
Cc1oc(C2CCN(C(=O)NCC3CCCO3)CC2)nc1C(=O)N1CCOCC1 (stereo not drawn),-7,-3
COCCCNC(=O)C12CCC(C)(C(=O)C1)C2(C)C (stereo not drawn),-2&0,-2&4
Cc1ccc(NC(=O)N2CCC(N3CCN(Cc4ccccc4)C3=O)CC2)cc1Cl,-4,1
C=CCN1C[C@H](CO)Oc2cccc(F)c2S1(=O)=O,-2,0
N#CCC(=O)N1CCN(C(c2ccccc2)c2ccccc2)CC1,4,1
